High-throughput results from PubChem.
TEAD-YAP block = TEAD-YAP interaction inhibition. AID 1259422. inhibition, % at 9.12 µM. 1.4% of 640,000 active. HEK-TIYL cells, TEAD-Gal4/YAP UAS-luciferase luminescence; in the data active means inhibition above about 32%;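 further: 0% = median of test compound wells and 100% = reference inhibitor wells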
MITF inh = human MITF inhibition, primary screen. inhibition, % at 2.6 µM. AlphaScreen MITF homodimerization, bead proximity signal. O75030. 0.91% of 650,000 active; in the data active means inhibition above about 50%;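 further: 0% = vehicle wells with protein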
Target sequence (O75030 whole entry, looked up): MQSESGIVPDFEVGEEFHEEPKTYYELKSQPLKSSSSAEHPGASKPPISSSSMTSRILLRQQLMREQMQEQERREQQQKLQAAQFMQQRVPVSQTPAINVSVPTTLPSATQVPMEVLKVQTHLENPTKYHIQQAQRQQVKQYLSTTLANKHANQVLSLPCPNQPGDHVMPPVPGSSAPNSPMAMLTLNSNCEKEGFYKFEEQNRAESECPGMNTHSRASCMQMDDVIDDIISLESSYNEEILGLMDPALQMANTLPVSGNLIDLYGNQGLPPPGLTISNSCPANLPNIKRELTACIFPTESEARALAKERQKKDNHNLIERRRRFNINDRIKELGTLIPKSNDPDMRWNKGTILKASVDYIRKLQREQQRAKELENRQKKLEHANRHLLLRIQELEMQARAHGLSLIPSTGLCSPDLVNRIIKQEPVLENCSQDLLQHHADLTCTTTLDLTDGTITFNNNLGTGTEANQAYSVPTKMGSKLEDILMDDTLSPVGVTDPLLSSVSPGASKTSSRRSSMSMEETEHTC
FBW7 act = activators of human E3 ligase FBW7. Q969H0. AlphaScreen FBW7–phospho-cyclin E peptide binding, activator screen. normalized activity (activation), % at 26.1 µM. 0.13% of 650,000 active. AID 1259310; in the data active means normalized activity above about 1.9%;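 further: purified mutant Fbw7 with reduced substrate affinity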
GPR151 ag = human GPR151 activation | PathHunter beta-arrestin GPR151 cells, luminescence | AID 1508602 | Q8TDV0 | 1% of 650,000 active | activation, % at 11.2 µM; in the data active means activation above about 4.9%;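 further: 0% = median of compound wells and 100% = cells with positive control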
Target sequence (Q8TDV0 whole entry, looked up): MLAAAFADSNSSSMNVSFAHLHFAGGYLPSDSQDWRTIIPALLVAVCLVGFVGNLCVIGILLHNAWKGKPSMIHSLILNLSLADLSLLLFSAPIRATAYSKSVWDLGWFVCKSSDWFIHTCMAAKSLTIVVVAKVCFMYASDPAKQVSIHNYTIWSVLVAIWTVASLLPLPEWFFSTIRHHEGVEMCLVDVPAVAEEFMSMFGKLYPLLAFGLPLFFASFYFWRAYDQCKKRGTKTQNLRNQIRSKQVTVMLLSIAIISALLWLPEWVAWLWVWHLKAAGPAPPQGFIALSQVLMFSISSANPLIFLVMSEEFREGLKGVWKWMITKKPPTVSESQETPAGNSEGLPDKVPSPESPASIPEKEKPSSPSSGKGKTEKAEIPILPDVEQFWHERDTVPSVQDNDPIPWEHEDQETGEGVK
An asterisk follows results filed as active; & = joins results of further samples.

SMILES	TEAD-YAP block	MITF inh	FBW7 act	GPR151 ag
COc1ccc(NC(=O)c2ccc3c(c2)C(=O)N(CC2CCCO2)C3=O)c(OC)c1 (stereo not drawn)	-5.7	-3.2	0.0	-0.3
O=C1C(Cl)=C(Nc2cccc(O)c2)C(=O)N1c1ccc(Cl)c(Cl)c1	19.7	24.2	0.3	-1.4
CCOC(=O)N1CCc2c(sc(NCc3cccs3)c2C(=O)Nc2cc(OC)ccc2OC)C1	-8.0	-1.6	0.6	-0.4
CCN1CCCC1CNC(=O)c1cc([N+](=O)[O-])c(N(C)C)cc1OC (stereo not drawn)	17.1	5.4	0.1	-1.3
CN(C)CCN1N=C(c2ccccc2)Cn2c(cc3ccccc32)C1=O	-1.3	-5.7	-0.3	-0.1
CCOc1ccc(-c2[nH]nc3c2C(c2ccco2)C(C#N)=C(N)O3)c(OCC)c1 (stereo not drawn)	-2.1	9.2	0.0	1.4
O=C(O)CNC(=O)CNC(=O)c1ccco1	6.7	12.5	-0.1	0.5
COc1ccc(OC)c(C2NC(=O)N(C)C(C)=C2C(=O)OCc2ccccc2)c1 (stereo not drawn)	14.4	9.5	0.1	0.1
Cc1ccc(CSc2nnc(-c3ccncc3)o2)cc1	-25.2	-10.6	-0.4	-2.6
CCn1ccnc1CN(C)Cc1ccc(OCC(O)CN2CCc3ccccc3C2)cc1 (stereo not drawn)	4.4	0.3	-0.1	10.1*
O=C(CSc1ncccn1)NCC1CCC(c2nc3ccccc3[nH]2)CC1 (stereo not drawn)	-2.9	2.0	0.1	4.7
Cc1ccc(-c2ccccc2NC(=O)CS(=O)CC(=O)Nc2ccc(C)c(Cl)c2)o1 (stereo not drawn)	0.1	32.5	0.2	-0.9
O=C1N/C(=C\c2ccc(N3CCCC3)c(F)c2)C(=O)N1Cc1ccc([N+](=O)[O-])cc1	-3.5	-16.0	-0.2	0.7
COC(=O)CCSc1ncnc2sc3c(c12)CCC3	1.1	17.7	0.3	-1.5
COc1cc(NC(=O)CSc2ccc(C)cc2)cc(OC)c1	1.6	6.2	-0.1	-0.9
O=c1[nH]cc(Nc2cc(Nc3ccc(Cl)cc3)c3nonc3c2[N+](=O)[O-])c(=O)[nH]1	-1.2	-8.7	-0.2	-1.4
COc1cc(C=O)cc(OC)c1OC(=O)c1ccccc1Cl	-17.7	-0.5	0.8	-0.8
COCCCn1c(=C(C#N)C#N)s/c(=C/c2ccc(-c3cccc([N+](=O)[O-])c3)o2)c1=O	13.5	-8.8	-0.2	-1.2
CCOC(=O)C1NN=C(C(=O)c2ccccc2)C1c1ccc(Cl)cc1 (stereo not drawn)	-12.2	-10.9	-0.1	-0.7
CS(=O)(=O)N(CC(=O)N1CCCCC1)c1ccc(Cl)c(C(F)(F)F)c1	4.1	-9.3	0.1	1.8
O=c1c2c3c(sc2nc(SCc2cccc(C(F)(F)F)c2)n1-c1ccccc1)CCCC3	-11.0	-0.7	0.0	-0.5
CCSc1nnc2n(/N=C/c3ccco3)cnn12	-8.3	-5.2	-0.1	3.1
CCOCCn1c(=O)c2c(nc3n(CC)c(C)cn23)n(C)c1=O	0.4	12.6	0.7	0.6
Cc1ccccc1C(=O)NNC(=O)C1CCN(c2ncccn2)CC1	1.4	-6.6	-0.1	0.4
CCc1ccccc1NS(=O)(=O)c1ccc(F)c(OC)c1	8.3	6.2	0.0	0.5
Cc1cccc(NC(=O)C2C3C=CC4(O3)C2C(=O)N(CCCN2CCCC2)C4C(=O)NC2CCCC(C)C2C)c1 (stereo not drawn)	-2.8	-2.6	0.0	-0.8
COc1c(C(=O)Nc2ccc(NC(C)=O)cc2)ccc2ccccc12	-28.1	5.2	-0.2	-1.3
CCCCCCSc1nsc(N)n1	-21.8	-4.1	-0.1	0.2
O=C(Nc1ccc2c(c1)CCCN2C(=O)c1cccs1)NC(c1ccccc1)c1ccccc1	45.1*	-0.9	-0.2	0.5
Cc1cccc(CC(=O)N2CCN(c3ncnc4c3nnn4-c3ccc(F)cc3)CC2)c1	2.8	-0.1	0.0	-1.3
COC(=O)COc1ccc(S(=O)(=O)N2CCN(c3ccccc3)CC2)cc1	4.0	15.9	0.6	-0.9
CCOC(=O)N1CCN(C(=O)CN(c2ccc(Cl)cc2)S(=O)(=O)c2ccc(OC)cc2)CC1	-7.6	-7.0	0.0	0.0
Cc1ccc(NC(=O)Oc2ccc(C)c(C)c2)cc1	-31.4	2.1	0.0	0.9
O=C(Nc1ccc(F)cc1[N+](=O)[O-])c1cccn(OCc2ccc(F)cc2)c1=O	-11.5	-8.6	0.2	0.7
Cc1cc(/C=C2\NC(=O)NC2=O)c(C)n1-c1ccccc1F	5.4	35.4	-0.2	-1.2
COc1ccc(Nc2ncnc3c2cnn3C)c(OC)c1	-5.0	-14.0	-0.1	-2.2
CCS(=O)(=O)N1CCC(c2ccccc2F)CC1	-10.6	-0.5	0.6	-1.0
CCOP(=O)(OCC)C(NC(=O)c1cccs1)C(F)(F)F (stereo not drawn)	4.2	-0.1	0.1	1.1
CCc1cccc(C)c1-n1nnnc1C(C)(CC)N1CCOCC1 (stereo not drawn)	-2.9	3.1	0.3	-0.3
CCCCN(CC)S(=O)(=O)c1cc(C(=O)Nc2ccc(OCC)cc2)ccc1F	13.1	0.8	0.0	1.4
O=C1Nc2ccc(F)cc2C12Nc1ccccc1-c1nnc(SCc3ccccc3)nc1O2 (stereo not drawn)	-0.3	3.0	-0.1	-0.2
CCOC(=O)C1(Cc2ccccc2C)CCCN(S(=O)(=O)c2c(C)nn(C)c2C)C1 (stereo not drawn)	-1.9	9.8	-0.1	-0.4
COc1ccc(CCN(C)C2CCC(=O)N(Cc3ccccc3)CC2)cc1OC (stereo not drawn)	-3.3	-1.3	0.0	0.0
COc1ccccc1-n1c(COc2ccccc2C)nnc1SCC(N)=O	0.5	1.6	0.1	1.6
Cc1ccc(OCC(=O)NC(Cc2c[nH]c3ccccc23)C(=O)O)cc1 (stereo not drawn)	7.4	3.6	0.1	-0.5
N#Cc1c(N)nc(C(F)(F)F)nc1-c1ccccc1	-4.2	15.6	0.4	2.6
COc1ccc(NC(=O)c2ccccc2C)c(OC)c1	-7.7	-3.5	-0.1	-0.3
O=C(O)c1cccc(S(=O)(=O)Nc2ccc(Cl)cc2)c1	-5.2	11.7	-0.1	0.6
Cc1cc(NCn2c(=S)sc3ccccc32)no1	-0.7	5.5	0.2	-0.5
O=C(CSc1nc2sc3c(c2c(=O)n1-c1ccccc1)CCCC3)N1CCOCC1	-16.6	0.8	-0.1	0.2
Cc1cccc(-c2noc(CCCC(=O)N3CCOCC3)n2)c1	-3.3	2.9	-0.3	3.9
CCCC(C)C(=O)Nc1cc(C)ccn1 (stereo not drawn)	-6.2	3.1	-0.2	-0.2
COc1cc(C(=O)NC(c2ccccc2)c2c(O)ccc3ccccc23)cc(OC)c1OC (stereo not drawn)	3.0	-2.5	0.1	0.6
CC(=O)N(CCC(N)=O)c1ccc(Cl)cc1	8.4	13.2	1.4	0.0
Nc1nonc1-c1noc(-c2ccc(Cn3ccc([N+](=O)[O-])n3)cc2)n1	7.3	1.5	0.1	1.4
O=C(Nc1cccc(Cl)c1Cl)c1cc(S(=O)(=O)N2CCN(c3ccccc3)CC2)ccc1F	15.0	3.1	0.1	-1.6
O=C(CSc1nc2ccccc2c(=O)n1CC1CCC(C(=O)NCc2ccccc2)CC1)Nc1nccs1 (stereo not drawn)	-5.0	-5.7	0.6	-0.8
CN1CCCCCC1C(=O)NCCN1Cc2ccccc2OC(c2ccsc2)C1 (stereo not drawn)	4.1	1.6	-0.1	-0.3
N#Cc1ccc(CC(=O)Nc2cnn(-c3cccc(C(=O)Nc4ccc(N5CCOCC5)cc4)c3)c2)cc1	-14.7	4.2	-0.1	0.2
O=C(Cc1ccc(F)cc1)NCc1cn2ccccc2n1	11.1	12.1	0.0	-1.1
Following part:
SMILES	TEAD-YAP block	MITF inh	FBW7 act	GPR151 ag
CC1CC(C)CN(S(=O)(=O)c2ccc(C(=O)Nc3ccccc3Cl)cc2)C1 (stereo not drawn)	16.6	11.4	0.2	0.2
COc1ccc(Cl)cc1S(=O)(=O)N1CCN(CC(=O)Nc2ccc(C)c(F)c2)CC1	18.1	-3.5	0.1	3.2
CC1(O)Cc2[nH][nH]c(=O)c2C(c2ccccc2)C1C(=O)OCc1ccccc1 (stereo not drawn)	-11.6	-16.9	-0.1	-0.1
Cc1ccc(S(=O)(=O)CCC(=O)Nc2cccc(C)c2)cc1	7.6	17.6	0.3	-0.2
O=S(=O)(c1ccc(F)cc1)N1CC=C(c2ccccc2)CC1	-0.7	6.6	0.0	2.0
C=CCNC(=O)C(=O)NCCc1ccc(F)cc1	-6.7	11.8	0.1	0.3
CC(C)(C)n1nc2c(c1NC(=O)Cc1cccs1)CSC2	-2.6	10.5	0.1	0.6
CCC(C)NC(=O)CSc1nnc(-c2c[nH]c3ccccc23)o1 (stereo not drawn)	-2.4	2.3	0.0	1.4
c1ccc2[nH]c(NN=C3CCCCCC3)nc2c1	-31.9	-7.5	-0.8	1.4
C=CCNC(=O)COc1ccc(-c2ccc(C)cc2)cc1	-29.9	3.3	-0.1	0.7
CC(=O)COC(=O)c1ccc2c(c1)C(=O)N(c1cccc(C(F)(F)F)c1)C2=O	5.9	9.0	0.4	0.8
COc1ccc(C(C)=O)cc1CSc1ncn[nH]1	8.3	9.8	0.6	-0.8
CCC(=O)N1CCN=C1SCc1cccc(C(F)(F)F)c1	-1.0	1.5	0.3	0.5
O=C(Nc1nc(-c2cc(Cl)sc2Cl)cs1)c1ccc(S(=O)(=O)N2CCCCCC2)cc1	-1.9	-3.6	0.1	-1.7
CC(C)c1ccc(NC(=O)COC(=O)CSc2nnc(N)s2)cc1	-1.6	-6.2	0.0	2.8
CCOc1ccc(C2Oc3nc(SC)nnc3-c3ccccc3N2C(C)=O)cc1C (stereo not drawn)	-8.9	6.2	0.0	0.1
Cc1ccc(C(=O)N2c3ccc(C)cc3C(C)(c3ccccc3)CC2(C)C)cc1 (stereo not drawn)	0.5	-1.6	0.1	-0.7
COc1ccc(C(=O)Nc2ccccc2C(=O)O)cc1S(=O)(=O)N1CCOCC1	-3.0	-4.7	-0.1	0.6
CCCc1cc2c(=O)c(-c3ccc4c(c3)OCO4)c(CC)oc2cc1OC(C)C	-1.0	4.4	-0.1	0.7
c1ccc(CNc2cc(Nc3ccncc3)ncn2)cc1	-1.5	-5.3	-0.1	5.4*
CC1(O)N(Cc2ccco2)C(=O)OC12CCCCC2 (stereo not drawn)	-5.3	-6.1	-0.1	0.1
CCOC(=O)CN(C(=O)COc1ccc2c(C)cc(=O)oc2c1)c1ccc(OCC)cc1	11.4	15.6	0.2	-0.1
O=C(NC(=S)Nc1ccc(S(=O)(=O)N2CCCCC2)cc1)C1CCC1	4.9	4.4	-0.2	2.3
COc1ccc(N2C(=O)c3ccccc3NC2c2ccccc2O)cc1 (stereo not drawn)	19.3	4.8	-0.1	-5.3
O=C(CN1C(=O)C2C3CCC(C3)C2C1=O)Oc1ccc2ccccc2c1 (stereo not drawn)	10.6	3.2	0.1	1.3
Cc1cccc(NS(=O)(=O)c2cc3c4c(cccc4c2)C(=O)NC3=O)c1C	6.5	11.6	-0.2	-0.2
NC(=O)c1ccc(N2CCN(c3ccc(C(F)(F)F)cn3)CC2)c([N+](=O)[O-])c1	-4.8	9.7	-0.2	-0.5
O=[N+]([O-])c1ccc2c(c1)OCCOCCOCCOCCOCCOCCO2	15.3	3.0	0.1	-0.4
Cc1cc(C)nc(NC(=O)/C=C/c2ccccc2)n1	-4.7	6.4	-0.1	0.7
Cc1ccc(-c2ncc(Cl)cc2-c2ccc(S(C)(=O)=O)cc2)cn1	-4.0	-4.3&-6.9	0.1&-0.2	-0.8&-0.1
CCOC(=O)c1ccc(N2C(=O)CC(N3CCN(C(c4ccccc4)c4ccccc4)CC3)C2=O)cc1 (stereo not drawn)	5.9	10.1	0.1	-0.2

A second format for 13 compounds above.
compound | TEAD-YAP block | MITF inh | FBW7 act | GPR151 ag
CCOc1ccc(C2Oc3nc(SC)nnc3-c3ccccc3N2C(C)=O)cc1C (stereo not drawn) | -8.9 | 6.2 | 0.0 | 0.1
Cc1ccc(C(=O)N2c3ccc(C)cc3C(C)(c3ccccc3)CC2(C)C)cc1 (stereo not drawn) | 0.5 | -1.6 | 0.1 | -0.7
COc1ccc(C(=O)Nc2ccccc2C(=O)O)cc1S(=O)(=O)N1CCOCC1 | -3.0 | -4.7 | -0.1 | 0.6
CCCc1cc2c(=O)c(-c3ccc4c(c3)OCO4)c(CC)oc2cc1OC(C)C | -1.0 | 4.4 | -0.1 | 0.7
c1ccc(CNc2cc(Nc3ccncc3)ncn2)cc1 | -1.5 | -5.3 | -0.1 | 5.4*
CC1(O)N(Cc2ccco2)C(=O)OC12CCCCC2 (stereo not drawn) | -5.3 | -6.1 | -0.1 | 0.1
CCOC(=O)CN(C(=O)COc1ccc2c(C)cc(=O)oc2c1)c1ccc(OCC)cc1 | 11.4 | 15.6 | 0.2 | -0.1
O=C(NC(=S)Nc1ccc(S(=O)(=O)N2CCCCC2)cc1)C1CCC1 | 4.9 | 4.4 | -0.2 | 2.3
COc1ccc(N2C(=O)c3ccccc3NC2c2ccccc2O)cc1 (stereo not drawn) | 19.3 | 4.8 | -0.1 | -5.3
O=C(CN1C(=O)C2C3CCC(C3)C2C1=O)Oc1ccc2ccccc2c1 (stereo not drawn) | 10.6 | 3.2 | 0.1 | 1.3
Cc1cccc(NS(=O)(=O)c2cc3c4c(cccc4c2)C(=O)NC3=O)c1C | 6.5 | 11.6 | -0.2 | -0.2
NC(=O)c1ccc(N2CCN(c3ccc(C(F)(F)F)cn3)CC2)c([N+](=O)[O-])c1 | -4.8 | 9.7 | -0.2 | -0.5
O=[N+]([O-])c1ccc2c(c1)OCCOCCOCCOCCOCCOCCO2 | 15.3 | 3.0 | 0.1 | -0.4

Not a hit list; any-hit rate near 3.4%.
